# TCR CD3 inh = blocks the human TCR-CD3 interaction. TAMRA-labeled TCR probe fluorescence, biochemical. inhibition, % at 9.4 µM. 0.37% of 360,000 active. AID 651800; in the data active = inhibition above about 19%;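 also: recombinant mutant TCR 2C K166C tagged with TAMRA read by polarization; 0% = receptor in buffer alone and 100% = receptor with positive control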
# TDP2 inh = blocks human TDP2 phosphodiesterase activity; O95551; recombinant TDP2, T5PNP hydrolysis, p-nitrophenol absorbance 415 nm; inhibition, % at 12.8 µM; 0.34% of 370,000 active; AID 720702;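 active = inhibition above the mean of all tested compounds plus 3 SD, set per campaign, cut at about 25% in these data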;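 also: 0% = DMSO with enzyme and 100% = buffer with substrate but no TDP2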
#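 Read-out basis: percent inhibition. System: recombinant human TDP2. Buffer or medium: Mg2+-containing Tris-HCl buffer, pH 7.5. Repeats: single replicate. Timing: reaction 2 h, 37 °C. Benchmarks: high control without enzyme, low control DMSO plus TDP2. Probe or stimulus: 5 mM T5PNP. Doses: 12.8 µM only. Measured by: epi absorbance of p-nitrophenol freed from T5PNP by hydrolysis.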
# KLK7 zymogen act = activators of human kallikrein-7 zymogen; P49862; 0.9% of 370,000 active; purified proKLK7, EDANS-DABCYL substrate fluorescence; 100% is mature enzyme control, 0% vehicle; AID 652039; activation, % at 7 µM;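 active = activation above the mean of all tested compounds plus 3 SD, computed per campaign excluding outliers beyond control limits, cut at about 13% in these data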
# PRMT1 inh = PRMT1 (human) inhibition, primary screen | Q99873 | recombinant PRMT1, activity-based probe fluorescence polarization | inhibition, % at 2.79 µM | 1.3% of 370,000 active | AID 652257;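 active = inhibition above about 21% made by adding two undisclosed values, limit read from the data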
# UHRF1 MBD2 ctr = UHRF1 methyl-DNA binding inhibition; Q96T88; UHRF1 binding to methylated oligo, TR-FRET; inhibition, % at 4.4 µM; 0.75% of 370,000 active; AID 687016; in the data active = inhibition above about 21%;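 also: UHRF1 SRA domain binding a hemimethylated CpG hairpin DNA probe; 0% = median of test compound wells and 100% = reference inhibitor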
# MBD2 inh = inhibitors of human MBD2 binding to methylated oligonucleotide; Q9UBB5; TR-FRET; inhibition, % at 4.4 µM; 0.31% of 370,000 active; in the data active = inhibition above about 13%
# SIAE inh = inhibitors of human sialic acid acetylesterase SIAE | 0.69% of 370,000 active | inhibition, % at 9.66 µM | Q9HAT2 | AID 1053197 | SIAE FP-Rh probe binding, fluorescence polarization;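 active = inhibition above a cutoff: mean of compounds within the control limits plus 3 SD of those, cut at about 17% in these data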;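 also: 0% = plate median of compound wells and 100% = probe without SIAE protein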
# Target sequence (Q9HAT2 whole entry, looked up): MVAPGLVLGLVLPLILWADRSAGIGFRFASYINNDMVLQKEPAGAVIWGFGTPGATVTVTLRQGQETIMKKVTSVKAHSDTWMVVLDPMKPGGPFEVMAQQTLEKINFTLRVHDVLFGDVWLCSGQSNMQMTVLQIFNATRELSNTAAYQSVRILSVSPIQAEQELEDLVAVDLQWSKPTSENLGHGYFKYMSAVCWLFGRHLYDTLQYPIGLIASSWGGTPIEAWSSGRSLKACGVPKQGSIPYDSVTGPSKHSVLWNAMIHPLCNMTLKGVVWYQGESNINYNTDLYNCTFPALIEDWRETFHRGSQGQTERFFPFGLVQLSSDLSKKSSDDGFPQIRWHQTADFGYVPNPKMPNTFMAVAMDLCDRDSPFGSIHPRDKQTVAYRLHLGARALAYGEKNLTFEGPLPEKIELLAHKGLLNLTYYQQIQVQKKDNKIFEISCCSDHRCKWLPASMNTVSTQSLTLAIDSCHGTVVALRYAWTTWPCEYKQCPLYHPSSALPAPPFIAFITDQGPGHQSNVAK
# LEDGF integ inh = blocks HIV-1 LEDGF/p75-dependent DNA integration; TR-FRET IN-LEDGF/p75 DNA integration, Eu/Cy5; 0.64% of 370,000 active; inhibition, % at 3.7 µM;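 active = inhibition above the screen-wide mean plus 3 SD, cut at about 13% in these data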;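 also: signal is the Cy5 over europium emission ratio at 671 and 618 nm; 0% = plate median of compound wells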
# Tn7 DDE FP = DD(E)-Tn7 binding inhibition, primary FP screen. P02675. FP displacement of FITC-Tn7 peptide from fibrin DD(E); 0% = median of compound wells per plate. inhibition, % at 8.3 µM. 0.13% of 370,000 active;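 active = inhibition above the mean of compounds falling within the control limits plus 3 SD of them, cut at about 14% in these data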;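 also: 0% = plate median of compound wells and 100% = 10 µM Aha-Tn7 peptide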
# Target sequence (P02675 whole entry, looked up): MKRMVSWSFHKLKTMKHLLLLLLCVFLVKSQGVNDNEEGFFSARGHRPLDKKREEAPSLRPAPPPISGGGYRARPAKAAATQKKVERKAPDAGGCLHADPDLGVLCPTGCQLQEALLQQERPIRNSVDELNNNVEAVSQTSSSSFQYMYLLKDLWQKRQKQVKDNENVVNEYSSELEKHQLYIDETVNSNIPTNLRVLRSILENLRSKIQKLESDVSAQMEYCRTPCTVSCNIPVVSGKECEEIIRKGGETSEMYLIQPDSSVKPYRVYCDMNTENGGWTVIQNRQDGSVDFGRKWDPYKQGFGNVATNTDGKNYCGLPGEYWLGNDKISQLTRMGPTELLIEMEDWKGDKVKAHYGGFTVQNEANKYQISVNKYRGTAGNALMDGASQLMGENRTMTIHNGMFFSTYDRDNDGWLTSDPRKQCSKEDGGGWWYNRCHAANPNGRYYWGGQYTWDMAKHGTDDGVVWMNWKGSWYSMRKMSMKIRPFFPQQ
#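 Test system – human fibrin DD(E) · Times – 10 min preincubation, 3 h with tracer, room temperature · Detection – fluorescence polarization of the labelled Tn7 tracer · Measure – percent inhibition normalized to high-control wells · Benchmarks – high control wells with 10 µM unlabelled Aha-Tn7 peptide (full inhibition) · Repeats – singlicate testing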
# DDE Tn6 FP inh = inhibitors of Tn6 peptide binding to human fibrin DD(E); P02675; Fibrin DD(E) TRITC-Tn6 fluorescence polarization displacement; inhibition, % at 8.3 µM; 0.21% of 370,000 active; AID 720509;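 active = inhibition above a per-campaign cutoff: mean of compounds within control limits plus 3 SD, cut at about 15% in these data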;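 also: 0% = median of all compound wells on the plate and 100% = blocking peptide control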
# * = called active by the depositor.
canonical_smiles	TCR CD3 inh	TDP2 inh	KLK7 zymogen act	PRMT1 inh	UHRF1 MBD2 ctr	MBD2 inh	SIAE inh	LEDGF integ inh	Tn7 DDE FP	DDE Tn6 FP inh
CC(NC(=O)COC(=O)c1ccc2c(=O)n3c(nc2c1)CCCCC3)c1ccccc1 (configuration not stated)	7	-2	-0.7	0	1	1	0	-4	2	-1
O=C(CSc1nnc(NC(=O)C2CC(=O)N(c3ccc(F)cc3)C2)s1)NCc1ccco1 (configuration not stated)	4	4	-0.4	6	-3	-2	5	3	-10	1
CSc1cccc(NS(=O)(=O)c2ccc(F)cc2)c1	-1	-6	-0.1	2	-1	-4	-3	3	-2	-8
O=C(NNC(=O)c1nn(-c2ccc(F)cc2)ccc1=O)c1ccccc1Cl	15	2	-0.4	1	-5	2	-11	-4	-1	7
O=C(COc1ccccc1)Nc1ccc(N2CCN(C(=O)c3cccs3)CC2)cc1	-1	7	0.1	0	45*	-1	-1	0	-5	5
COc1ccc(CN(C(=O)c2cc3ccccc3oc2=O)C2CCCCC2)cc1OC	-2	11	-0.1	1	6	4	5	3	0	-1
NC(=O)CC(NC(=O)Cc1cccc2ccccc12)c1ccc(NC2CCN(Cc3ccccc3)CC2)c([N+](=O)[O-])c1 (configuration not stated)	1	0	0.2	2	-1	0	-2	0	1	0
CSc1nnc2c(n1)c(C)nn2-c1cccc(C)c1	-1	-1	-0.6	2	-2	-9	8	2	3	-4
COc1ccc(CC(=O)NC2CCN(Cc3nnnn3C(C)(C)C)CC2)cc1OC	0	1	-0.1	-2	0	-1	-5	-2	-5	5
Cc1onc(-c2ccccc2)c1C(=O)N/N=C/c1ccc(O)c([N+](=O)[O-])c1	1	-12	0.3	6	0	-2	0	-5	1	-1
CCOC(=O)CN1C(=O)S/C(=C/c2cc(C)n(-c3ccccn3)c2C)C1=O	-5	-4	1.0	-1	2	1	0	-2	3	-1
CCOc1cc(/C=C2/C(=O)ON=C2C)ccc1O	3	8	0.5	-3	0	3	4	-1	7	5
CC(C)(C)c1ncc(S(=O)(=O)c2ccc(C(F)(F)F)cn2)c(N)n1	2	-1	0.1	-1	4	2	0	4	0	1
Cc1ccc2c(c1)N(C(=O)CCC(=O)NCCCN1CCN(C)CC1)CCO2	-4	-2	-0.2	5	2	-1	4	-3	-5	-9
CCN(CC(=O)NCc1ccc(Cl)cc1)S(=O)(=O)c1ccc(F)cc1	-8	6	0.0	3	0	1	-1	-5	2	8
O=S(=O)(c1ccc(-c2csc(-c3cccnc3)n2)cc1)N1CCOCC1	6	2	0.6	2	-4	2	-8	-1	8	-8
OC(CN1CCC(Cc2ccccc2)CC1)C(F)(F)F (configuration not stated)	3	5	-0.4	-2	1	-3	-4	-3	-4	1
O=C(NCc1ccccn1)c1ccc(Cl)c(S(=O)(=O)N2CCCCCC2)c1	5	-26	0.8	0	1	2	-14	6	5	-6
COC(=O)c1ccc(C(=O)OC)c(NC(=S)N2CCN(C)CC2)c1	1	-10	11	-4	2	4	-6	6	-8	10
Cc1ccc(NC(=O)NC(=O)CN2CCN(c3ccc(O)cc3)CC2)c(C)c1	-5	-12	0.4	14	0	-3	15	-4	-7	0
CN(C)c1nc(-c2ccccc2)ns1	-9	-5	0.3	-1	2	3	4	5	3	6
O=C1NC[C@H](CCCCN2CCN(CCc3ccccc3)C(=O)C2=O)N(CCc2ccccc2)C1=O	-1	-1	0.4	-2	2	-3	-3	2	-1	-6
CCOC(=O)c1c(NC(=O)COc2ccccc2C#N)sc2c1CC(C)(C)NC2(C)C	-2	-20	-19	2	3	0	2	-6	2	-1
Cc1ccc(S(=O)(=O)n2cnc3ccccc32)cc1[N+](=O)[O-]	-1	3	0.5	3	-2	-4	3	1	8	3
Cc1ccc(C)c(NC(=S)N/N=C2/CCCCc3ccccc32)c1	5	-4	-0.7	-5	-6	5	6	5	-6	6
O=S(=O)(Nc1nc(-c2ccccc2)cs1)c1cc(Cl)ccc1Cl	-6	19	0.0	-3	-2	-1	12	0	-6	6
COCCCNC(=O)CCc1nnc(Cc2ccc(-c3ccccc3)cc2)o1	-5	-6	0.1	2	3	4	-7	-7	6	6
N#CCN1CCC/C1=C\[N+](=O)[O-]	3	11	0.5	-1	0	2	-5	4	2	-3
Cn1c(=O)c2c(nc(N/N=C/c3ccco3)n2C)n(C)c1=O	1	-4	0.3	-2	-1	-6	-1	4	-10	0
COCCCNC(=S)Nc1ccc(C)cc1	3	13	-0.3	-1	1	0	10	2	-3	8
COc1ccc(C(C#N)N2CCCCCC2)cc1OC (configuration not stated)	-4	-2	-0.2	3	1	6	-9	0	1	-3
C[C@H](CO)N1C[C@H](C)[C@@H](CN(C)Cc2ccc(-c3ccccc3)cc2)Oc2c(NS(=O)(=O)c3ccccc3)cccc2C1=O	-5	-7	0.6	0	0	0	-1	-1	-1	2
Cc1nn(C)c(C)c1CN(C(=O)CCc1nnc(Cc2c[nH]c3ccccc23)o1)C(C)C	5	-9	0.7	-1	-2	1	-5	0	-3	-2
COc1ccc(-c2noc(CSc3nnc(Cc4ccccc4)n3-c3ccc(Cl)cc3)n2)cc1	-7	-10	1.0	0	1	-2	-5	-2	4	-7
Cc1ccc(C)c(CN2CCC(CNC(=O)Nc3ccc(C)c(C)c3)CC2)c1	-7	5	0.2	-3	3	3	-1	-5	7	-3
O=C(NC1CCCCC1)C(c1cccs1)N(CC1CCCO1)C(=O)c1csnn1 (configuration not stated)	-3	-10	-0.5	-3	0	-2	7	2	6	11
Cc1ccccc1C(=O)Oc1ccc2ccc(O)cc2c1	5	-8	0.0	-1	0	-2	1	-1	2	3
O=C(NCCc1csc(-c2cccnc2)n1)c1c(F)cccc1F	0	-5	-0.1	2	2	2	-4	-1	1	1
COc1cc(C(=O)Nc2ccccc2N2CCOCC2)ccc1OCc1c(C)noc1C	1	-5	-0.5	-2	-1	3	5	0	0	-3
O=C(CC1SC2=NCCN2C1=O)Nc1ccc(Br)cc1 (configuration not stated)	1	-5	0.0	-2	3	2	2	-1	2	8
NC(=O)CSc1nc2ccccc2n1-c1ccccc1	1	8	-0.1	-4	-1	1	0	-1	4	5
CCC(C)(C)C1CCC2(CC1)NC(=O)N(CC(=O)N1CCN(C(=O)c3ccco3)CC1)C2=O (configuration not stated)	3	10	0.0	-3	1	3	1	0	3	-5
O=C(NCc1ccccn1)c1cccc([N+](=O)[O-])c1	8	1	-0.5	-3	0	0	-3	2	4	11
C[C@H]1CN([C@@H](C)CO)C(=O)CCCn2nncc2CO[C@H]1CN(C)C(=O)Nc1cccc2ccccc12	1	1	-0.1	6	4	3	4	0	1	7
Cc1ccc(S(=O)(=O)N2CCC(C(=O)NCCCN3CCCC3=O)CC2)cc1	0	-4	0.3	0	-3	-1	-6	-4	0	4
CCCCNC(=O)CSc1nc2ccc(NC(=O)CSc3nnc(COc4ccccc4C)n3C)cc2s1	6	-6	-0.4	1	3	-7	-6	-5	10	3
CC(=O)Nc1ccc(NC(=O)c2nc(S(=O)(=O)Cc3cccc(C)c3)ncc2Cl)cc1	-3	15	-3.4	32*	-4	3	7	3	8	5
CCOC(=O)c1cccc(NC(=O)CCc2nc(-c3ccc(C)cc3)no2)c1	3	-1	-0.2	-4	-1	-4	-10	-1	6	-1
Cn1nnnc1SCC(=O)NCc1ccco1	-4	-16	-0.9	-1	7	1	4	1	-6	-2
CCN(CC)C(=O)Cc1c(O)c2ccccc2[nH]c1=O	-3	7	3.5	3	-1	-2	2	0	-5	1
Cc1cccc(-n2c(O)c(C=Nc3ccc(O)cc3)c3ccccc3c2=O)n1	2	-7	18*	4	-9	-4	6	4	-5	0
CCOC(=O)C(C)Sc1nnc(-c2ccccc2O)n1Cc1ccccc1 (configuration not stated)	8	-9	0.3	0	2	1	1	1	3	-2
CCN(CC)CCN(C(=O)c1cc2c(ccc3ccccc32)oc1=O)c1nc2cc3c(cc2s1)OCCO3	4	0	46*	1	-2	-2	2	-4	-4	3
CC1=CC(c2ccccc2)n2nc(N3C(=O)CCC3=O)nc2N1 (configuration not stated)	3	-3	76*	1	-2	-4	-1	-2	0	5
Cc1c(Br)cnn1C(C)C(=O)N1CCN(c2ccc(F)cc2)CC1 (configuration not stated)	-13	-19	-0.3	-1	4	7	2	-8	5	2
O=C(N/N=C/c1ccc(OC(=O)c2ccccc2)cc1)c1cccnc1	-10	3	0.3	2	2	5	3	0	0	-1
N=C1C(c2ccccc2)=C(O)CN1NC(=O)c1ccc(Cl)cc1	2	-7	0.2	0	0	-1	0	1	-1	6
CSc1nc(SC(C)C(=O)O)c2c3c(sc2n1)COC(C)(C)C3 (configuration not stated)	-3	11	-0.1	0	-1	2	3	-2	-2	0
O=C(CSc1ncn(-c2ccccc2)n1)Nc1nncs1	0	5	0.4	-2	-1	0	-2	0	-2	0
COc1ccc(-c2cc3ccc(OC(C)C(=O)O)cc3oc2=O)cc1 (configuration not stated)	-6	-3	70*	11	1	-2	-5	-13	-6	5

# 2 entries from above, as labelled records.
O=C(NCc1ccccn1)c1ccc(Cl)c(S(=O)(=O)N2CCCCCC2)c1
  TCR CD3 inh: 5	TDP2 inh: -26	KLK7 zymogen act: 0.8	PRMT1 inh: 0	UHRF1 MBD2 ctr: 1	MBD2 inh: 2	SIAE inh: -14	LEDGF integ inh: 6	Tn7 DDE FP: 5	DDE Tn6 FP inh: -6
COC(=O)c1ccc(C(=O)OC)c(NC(=S)N2CCN(C)CC2)c1
  TCR CD3 inh: 1	TDP2 inh: -10	KLK7 zymogen act: 11	PRMT1 inh: -4	UHRF1 MBD2 ctr: 2	MBD2 inh: 4	SIAE inh: -6	LEDGF integ inh: 6	Tn7 DDE FP: -8	DDE Tn6 FP inh: 10

# Next section:
canonical_smiles	TCR CD3 inh	TDP2 inh	KLK7 zymogen act	PRMT1 inh	UHRF1 MBD2 ctr	MBD2 inh	SIAE inh	LEDGF integ inh	Tn7 DDE FP	DDE Tn6 FP inh
C/C(=N/OCc1ccc(Br)cc1)c1ccccn1	4	-5	-0.1	-2	-1	0	-6	-3	1	-2
O=c1c2c(nc3nc[nH]n13)CCC2	7	-6	-0.3	-4	-1	1	4	-2	5	4
CC(C)(C)C1CCC(C(=O)Nc2ccccc2)CC1 (configuration not stated)	-1	10	-0.6	1	-1	1	3	-1	1	-4
O=c1[nH]c2cc3c(cc2cc1C(c1nnnn1C1CCCC1)N1CCSCC1)OCCO3 (configuration not stated)	3	6	1.7	2	-1	0	-3	0	-2	-9
O=C(O)C1C2C=CC(O2)C1C(=O)NC1CCCc2ccccc21 (configuration not stated)	-3	-1	-0.5	-1	1	3	-1	1	7	5
C/C(=C\C(=O)O)C(=O)Nc1nccs1	8	-11	0.2	1	1	-1	0	-3	3	-2

# Screens (PubChem BioAssay)
